HRas wt GTP bind = modulators of GTP binding to HRas wildtype, primary screen, biochemical, bead-based flow cytometry, multiplex | AID 759, 2007 | GTPase HRas (Homo sapiens), P01112 | GST-Ras wt beads, Bodipy-FL-GTP binding; actives lie on both sides | GTP binding activity, % at 10 µM | 190,000 compounds, 0.14% hits;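 active = GTP binding activity at least 20% away from the 100% baseline, either lowered as inhibitor or raised as activator; inconclusive = flagged as likely green fluorescent, judged across all proteins in the well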;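 also: 0% = unlabeled GTP competition control and 100% = no-compound control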
Target sequence (P01112 whole entry, looked up): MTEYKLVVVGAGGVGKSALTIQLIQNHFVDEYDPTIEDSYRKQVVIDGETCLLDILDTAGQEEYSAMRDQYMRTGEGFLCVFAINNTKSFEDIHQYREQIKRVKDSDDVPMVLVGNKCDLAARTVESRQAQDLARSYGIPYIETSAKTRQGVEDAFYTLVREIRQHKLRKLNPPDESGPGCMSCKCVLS
Rac1 act GTP bind = GTP binding modulators of activated mutant Rac1, primary screen, biochemical, bead-based flow cytometry, multiplex, fluorescent GTP; Ras-related C3 botulinum toxin substrate 1 (Homo sapiens), P63000; GST-Rac1 activated beads; actives lie on both sides; 100% means binding = to untreated wells; percent activity (GTP binding), % at 10 µM; 190,000 compounds, 0.11% hits;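 active = GTP binding at least 20 percentage points away from the 100% baseline, in either direction, so actives lie on both sides; inconclusive = Compound likely fluorescent itself, or too few beads counted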
Avidin bead fluor = green autofluorescence of compounds with avidin beads – biophysical, 488/530 nm, flow cytometry, artefact control, profiling panel. 220,000 compounds, 0.38% hits. fluorescence (KMESF) at 10 µM. AID 1775, 2009. compound fluorescence 488/530 nm; stronger effect = higher value; in the data active = fluorescence above about 47; also: inactives centre near 10
ABCB1 block = ABCB1 efflux pump inhibitors, primary screen, cell-based, multiplex, flow cytometry, ABCG2 counter-screen | ATP-dependent translocase ABCB1 (Homo sapiens), P08183 | CCRF-Adr cells, JC-1 efflux | inhibition, % at 6.6 µM | 190,000 compounds, 0.067% hits; in the data active = inhibition above about 40%;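 also: 0% = vehicle and 100% = reference inhibitor; higher value means more JC-1 retained so stronger ABCB1 efflux block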
Pf gametocyte = late stage P. falciparum gametocyte viability inhibitors, primary screen, ATP luminescence, HTS. P. falciparum stage V gametocytes, 24 h. inhibition, % at 10.9 µM. 150,000 compounds, 0.065% hits. AID 743093, 2013;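 active = inhibition above the mean plus 3 SD of compounds within the control limits, set per campaign, cut at about 38% in these data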;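 also: 0% = DMSO wells and 100% = medium only without gametocytes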
Rab2A wt mod = modulators of GTP binding to Rab2A wildtype, primary screen, biochemical, dog, bead-based flow cytometry, multiplex. Ras-related protein Rab-2A (Canis lupus familiaris), P61105. GST-Rab2 wt beads, Bodipy-GTP binding. GTP binding activity, % at 10 µM. 190,000 compounds, 0.19% hits. AID 760, 2007;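 active = GTP binding activity at least 20 points away from 100%, either lowered or raised; inconclusive = signal likely due to the compound's own green fluorescence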;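 also: 0% = beads with excess unlabeled GTP and 100% = no-compound control corrected for plate trend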
Rac1 wt modul = wildtype Rac1 GTP binding modulators, primary screen, biochemical, GST-Rac1 beads, flow cytometry, multiplex; 190,000 compounds, 0.27% hits; Ras-related C3 botulinum toxin substrate 1 (Homo sapiens), P63000; GTP binding activity (% of control), % at 10 µM; fluorescent GTP binding; actives lie on both sides; 0 = cold GTP competed, 100 = untreated;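 active = GTP binding activity at least 20 points away from the 100% control level, either lower or higher; inconclusive = compound flagged as likely green fluorescent, judged across all proteins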
Rab7 wt modul = modulators of GTP binding to Rab7, primary screen, biochemical, wildtype, multiplex bead flow cytometry | AID 758, 2007 | GTP binding activity (percent of control), % at 10 µM | GST-Rab7 beads, fluorescent GTP binding; actives lie on both sides; untreated = 100%, excess cold GTP = 0% | 190,000 compounds, 0.055% hits;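 active = fluorescent GTP binding to Rab7 beads changed by at least 20 points from the 100% baseline, either direction, mostly lower; inconclusive = compound itself probably fluorescent, or too few beads counted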;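 also: median green fluorescence of bound Bodipy-FL-GTP per Rab7 bead population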
Cdc42 wt GTP = modulators of GTP binding to wildtype Cdc42, primary screen, biochemical, multiplex bead flow cytometry, Bodipy-GTP; Cell division control protein 42 homolog (Homo sapiens), P60953; GST-Cdc42 beads; actives lie on both sides; percent activity (GTP binding), % at 10 µM; 190,000 compounds, 0.2% hits; AID 761, 2007;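 active = percent activity GTP binding at least 20 points away from the 100% baseline, either down as inhibitor or up as activator; inconclusive = compound flagged as likely green fluorescent from well-wide comparison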;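 also: median bead fluorescence of bound Bodipy-FL-GTP at 100 nM; 0% = excess unlabeled GTP control and 100% = no compound control; below 100% means less GTP binding so inhibitor and above means activator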
Target sequence (P60953 whole entry, looked up): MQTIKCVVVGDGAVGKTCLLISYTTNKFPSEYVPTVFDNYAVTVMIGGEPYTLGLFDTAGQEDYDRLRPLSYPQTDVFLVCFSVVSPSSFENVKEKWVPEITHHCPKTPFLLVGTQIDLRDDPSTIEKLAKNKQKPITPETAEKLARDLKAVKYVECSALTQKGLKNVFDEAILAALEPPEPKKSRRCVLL
ABCG2 block = ABCG2 efflux pump inhibitors, primary screen, multiplex with ABCB1, IgMXP3 cells, flow cytometry; Broad substrate specificity ATP-binding cassette transporter ABCG2 (Homo sapiens), Q9UNQ0; AID 1325, 2008; inhibition, % at 6.6 µM; JC-1 efflux; 190,000 compounds, 0.1% hits;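 active = inhibition above 80%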;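 also: 0% = DMSO and 100% = nicardipine control wells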
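test system = two drug-resistant human cell lines, ABCG2 and ABCB1 | amount = 3 million cells/mL final, two lines in 1:1 ratio | reagent = JC-1 transporter substrate | doses = one concentration, 6.6 µM final | incubation = 10 min at 25 °C | signal = flow cytometric JC-1 green MFI at 530 nm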
Mcl1 Noxa PPI = Mcl-1/Noxa binding inhibitors, primary screen, biochemical, TR-FRET, 1536-well | Induced myeloid leukemia cell differentiation protein Mcl-1 (Homo sapiens), Q07820 | inhibition, % at 21.7 µM | TR-FRET Mcl-1/Noxa peptide binding, 2 h | 220,000 compounds, 1.5% hits;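 active = compounds that cut the protein-peptide binding signal by more than 50% relative to plate controls in a single-dose test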;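 also: His-tagged Mcl-1 with rhodamine Noxa BH3 peptide and terbium anti-His antibody; 0% = Mcl-1 plus Noxa peptide wells and 100% = peptide-only wells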
Target sequence (Q07820 whole entry, looked up): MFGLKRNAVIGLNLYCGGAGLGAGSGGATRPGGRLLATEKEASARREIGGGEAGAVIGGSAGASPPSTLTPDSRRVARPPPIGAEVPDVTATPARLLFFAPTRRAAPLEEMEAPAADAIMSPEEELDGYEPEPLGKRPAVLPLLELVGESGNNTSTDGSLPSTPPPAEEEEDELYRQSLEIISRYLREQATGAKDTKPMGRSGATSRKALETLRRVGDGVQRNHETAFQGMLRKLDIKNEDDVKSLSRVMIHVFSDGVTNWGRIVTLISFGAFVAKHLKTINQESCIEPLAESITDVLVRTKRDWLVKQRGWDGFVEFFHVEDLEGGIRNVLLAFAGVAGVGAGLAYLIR
* hit, by the source's call; u = inconclusive; x = not tested or not shown.

SMILES	HRas wt GTP bind	Rac1 act GTP bind	Avidin bead fluor	ABCB1 block	Pf gametocyte	Rab2A wt mod	Rac1 wt modul	Rab7 wt modul	Cdc42 wt GTP	ABCG2 block	Mcl1 Noxa PPI
N#CNC1=NCN(CCc2ccccc2)CN1	102	101	15	0.9	x	102	100	98	100	4	-6
CCOC(=O)Cn1cc(/C=C(/C#N)C(=O)NC(C)C)c2ccccc21	97	96	12	0.4	-13	97	99	99	97	2	-3
CCOC(=O)c1c(C)nc2sc(C(=O)Nc3ccccc3)c(N)c2c1-c1ccc(OC)cc1	98	96	12	3.6	x	99	100	99	100	20	3
Cc1ccc(NC(=O)Cn2nnc(-c3ccccc3NC(=O)c3cccs3)n2)cc1	99	97	9	1.3	0	98	99	98	98	4	8
COc1ccc(N2CCN(CCNC(=O)C3CC(=O)N(C4CCCC4)C3)CC2)cc1 (stereo not given)	100	98	18	2.4	-1	101	106	101	104	3	15
Nc1nnc(-c2ccco2)s1	98	95	10	0.5	x	97	96	98	99	1	-9
COc1cc(-c2nnc(SC/C=C/c3ccccc3)n2N)cc(OC)c1OC	99	99	32	0.9	-16	100	100	101	101	3	11
C/C(=N\NS(=O)(=O)c1cccc([N+](=O)[O-])c1)c1cccnc1	95	95	8	0.9	x	99	98	95	99	6	6
O=c1nc2n(c3ncccc13)CCC2	101	98	18	-2.7	21	100	101	103	103	-2	3
Cc1cc(C(=O)Nc2sc3c(c2C#N)CCC(C)C3)cs1 (stereo not given)	98	97	29	0.2	3	94	99	91	99	1	-2
Cc1cccc(OCCCOc2cccc3cccnc23)c1C	104	103	14	0.7	7	105	101	98	104	3	14
O=c1cc(CN2CCCc3ccccc32)nc2sccn12	93	91	9	-0.8	-7	94	91	92	95	0	24
COc1cc(C(C[N+](=O)[O-])c2c(N)n(C)c(=O)n(C)c2=O)ccc1O (stereo not given)	100	99	12	0.1	17	101	101	108	100	0	19
CCOc1ccc(N2C(=O)/C(=C/c3cc(OC)c(OC)c(OC)c3)N(CC(=O)OC)C2=S)cc1	101	99	20	2.3	x	100	100	101	101	5	8
O=S1(=O)CCN(Cc2cccc(Cl)c2)CC1	u	u	35	0.1	29	u	u	u	u	1	5
CCc1ccccc1NC(=O)CSc1nnc([C@@H](NC(=O)OC(C)(C)C)C(C)CC)o1 (stereo not given in full)	107	103	10	3.4	-6	106	109	103	104	11	-8
COc1ccc(-c2cc(C(=O)N(C)Cc3ccccc3)no2)cc1OC	96	96	17	1.9	x	99	96	98	97	13	25
COC(=O)C1=C(C)N(C)C(=O)NC1c1ccsc1 (stereo not given)	97	94	10	0.5	0	98	98	103	98	4	-13
COc1ccc(CNC(=O)c2cccc(N(C)C)c2)cc1	103	98	15	-0.4	x	100	108	99	104	-4	11
O=C1CCCC2=C1C(c1ccccc1)NC(=S)N2 (stereo not given)	93	93	24	0.1	12	92	100	92	96	1	-3
O=Cc1cn(CCC(=O)O)nc1-c1cccc(Cl)c1	98	92	11	0.3	x	96	100	95	99	-3	4
CCN1CC(CN(C)Cc2nc(-c3ccc(OC)c4ccccc34)oc2C)CC1=O (stereo not given)	97	96	12	0.8	-3	96	98	93	99	1	16
C=CCn1c(-c2ccccc2)n[nH]c1=S	96	99	15	-1.0	6	97	102	95	101	-5	2
CCOC(=O)N1CCN(C(=O)c2cccn3c(=O)c4cc(Br)ccc4nc23)CC1	102	106	10	-1.0	x	102	108	98	109	-3	13
COc1ccc(C2C(C(=O)OCC(=O)NC(C)(C)C)CCC(=O)N2c2ccc(C)cc2)cc1OC (stereo not given)	103	99	6	0.0	22	104	106	101	104	35	11
Next part:
SMILES	HRas wt GTP bind	Rac1 act GTP bind	Avidin bead fluor	ABCB1 block	Pf gametocyte	Rab2A wt mod	Rac1 wt modul	Rab7 wt modul	Cdc42 wt GTP	ABCG2 block	Mcl1 Noxa PPI
O=C(COC(=O)c1c2c(nc3ccccc13)CCCC2)c1cccs1	89	92	27	1.5	x	90	91	93	89	3	-8
O=C1c2ccc3c4c(ccc(c24)C(=O)N1CCCCO)C(=O)N(CCCCO)C3=O	96	95	8	1.6	18	98	102	96	96	11	26
Fc1ccc(-c2nc3c(Cl)cc(C(F)(F)F)cn3c2Cl)cc1	96	96	5	0.8	3	96	96	96	99	6	1
CC(C)(C)C1CCC(=NOC(=O)c2ccc(F)cc2)CC1 (stereo not given)	98	95	28	1.0	2	92	97	94	95	4	0
Cc1cc(NC(=O)C23CCC(C)(C(=O)O2)C3(C)C)no1 (stereo not given)	106	100	11	-2.7	0	103	104	99	105	-2	22
S=C(Nc1ccccc1Cl)N(Cc1cccnc1)Cc1ccco1	96	92	13	0.8	-4	94	94	97	92	11	-6
CCCS(=O)(=O)N1CCCC(C(=O)NCCCN(CC)c2cccc(C)c2)C1 (stereo not given)	102	99	9	1.1	x	100	103	96	103	3	x
Cc1cc([N+](=O)[O-])ccc1-c1ccc(/C=N/NC(=O)Cc2ccccc2)o1	99	97	18	-0.3	-8	101	101	100	97	-1	24
COc1ccc(/C(O)=C2/C(=O)C(=O)N(Cc3cccnc3)C2c2ccccn2)cc1 (stereo not given)	100	100	18	-0.7	x	102	102	100	103	-1	-2
Cc1ccc(CNC(=O)c2cnc(-c3ccccn3)nc2C(F)(F)F)cc1	99	95	7	0.1	x	99	99	102	91	0	-2
CSc1cccc(NC(=O)CCCOc2ccc(Cl)cc2Cl)c1	98	97	3	0.3	x	97	99	99	98	1	-8
CC(C)(C)c1cc[n+](/C(C(=S)NC2CC2)=C(/[O-])c2ccc(Cl)s2)cc1	96	94	15	-0.1	x	94	93	97	94	0	-4
Cc1ccc(C)c(N2CCN(C(=O)CCCCn3c(=O)[nH]c4ccccc4c3=O)CC2)c1	98	95	40	5.1	x	98	103	100	100	7	-5
CCS(=O)(=O)N1CCC(C(=O)O)CC1	96	94	8	-0.4	9	98	94	105	91	1	5
O=C(c1ccccc1)c1c[nH]c2cc3c(cc2c1=O)OCO3	96	100	5	1.8	x	100	100	101	97	13	17
CC(=O)c1nc(N2C(=O)CC(Cc3ccc(C)cc3)C2=O)sc1C (stereo not given)	97	99	22	-1.9	3	98	103	96	100	6	6
CCCCc1nc(NCc2ccccc2)c(C#N)c2c1COC(C)(C)C2	100	102	11	0.2	-5	100	103	102	102	2	-19
O=S1(=O)CCN(Cc2ccc(F)cc2)CC1	102	95	10	0.6	10	101	99	107	99	4	2
COc1ccc(-c2n[nH]c(C)c2-c2ccc(Cl)cc2)c(O)c1OC	102	100	10	0.2	1	102	103	104	101	2	25
CN(CC(=O)O/N=C(\N)c1ccccn1)S(=O)(=O)c1cc(Cl)ccc1Cl	94	92	11	1.2	14	94	93	95	94	9	x
CCOc1ccc(S(=O)(=O)N(C)c2ccc(OCC(=O)NCc3ccc(C(=O)OC)cc3)cc2)cc1	96	95	7	0.8	8	96	94	95	95	3	7
CC(C)CC(=O)N1CCC(N2CCN(c3ccccc3)CC2)CC1	98	95	31	0.2	x	97	99	98	99	0	18
COC(=O)Cc1c(O)ccn(CCc2c[nH]c3ccccc23)c1=O	99	97	9	-0.4	-18	101	97	103	98	-1	12
O=C(Nc1ccc(CN2CCCCC2)cc1)c1ccc(Br)o1	97	95	14	3.9	x	96	99	95	99	-1	40
CCCc1nn(C)c2c1C(c1ccncc1)C(C#N)=C(N)O2 (stereo not given)	102	98	15	0.8	7	102	102	103	102	2	8
(cont.)
SMILES	HRas wt GTP bind	Rac1 act GTP bind	Avidin bead fluor	ABCB1 block	Pf gametocyte	Rab2A wt mod	Rac1 wt modul	Rab7 wt modul	Cdc42 wt GTP	ABCG2 block	Mcl1 Noxa PPI
Cc1cc(C)c(NC(=O)CN2C(=O)NC3(CCOc4ccccc43)C2=O)c(C)c1 (stereo not given)	97	97	9	0.1	1	97	99	94	100	0	1
O=C(Nc1ccccc1F)c1ccc(CNS(=O)(=O)c2cccc(C(F)(F)F)c2)cc1	102	97	14	0.5	x	102	100	100	102	3	8
O=C(COC(=O)c1ccccc1Br)NCCC1=CCCCC1	100	97	9	0.6	6	97	94	100	97	16	18
CCCCc1ccc(NC(=S)NCCO)cc1	96	96	5	0.3	0	98	97	101	96	4	15
CCCc1cc(=O)[nH]c(SCC(=O)c2cc(C)n(-c3cc(C)on3)c2C)n1	92	90	21	1.1	-45	92	95	92	91	8	11
Cc1occc1C(=O)N/N=C/c1cnn(C)c1C	98	98	22	0.8	x	99	104	99	100	2	7
O=C(NNC(=O)c1ccc(F)cc1)C(=O)N1CCCCC1	99	99	16	0.4	x	99	103	102	98	2	11
CC(=O)Nc1ccc(NC(=O)N2CCCCC2)cc1	104	102	6	0.3	x	104	105	99	104	1	12
N#Cc1ccc(NC(=O)c2cc(=O)c3ccccc3o2)cc1	96	92	11	0.0	6	96	96	100	92	0	9
CCOc1ccc(NC(=S)Nc2ccc(OCc3ccccc3)cc2)cc1	103	102	8	2.5	-24	100	103	100	103	13	6
CC1(C)N=C(N)NC(Nc2cccc(Br)c2)=N1	96	100	2	0.6	x	99	100	93	100	0	-3
CC(=O)OCCNC(=O)c1cccnc1	104	101	7	0.4	x	103	108	106	106	2	2
CC(=O)C1=C(O)C(=O)N(c2cc(C(C)(C)C)on2)C1c1ccc(Br)cc1 (stereo not given)	94	94	34	-0.1	9	94	97	98	93	0	15
CCC(=O)c1ccc(OC(=O)c2cnccn2)cc1	94	96	12	1.1	x	97	101	96	96	4	3
O=C(CN1C(=O)C2CC=CCC2C1=O)Nc1nc2ccc(F)cc2s1 (stereo not given)	97	93	12	0.6	-22	97	96	104	95	5	9
O=C1CCC(=O)N1OCCCOc1ccc(Br)cc1Cl	99	101	29	1.0	8	101	103	96	104	51	3
